SW480 rerep: A quantitative high throughput screen for small molecules that induce DNA re-replication in SW480 colon adenocarcinoma cells. SW480 DNA re-replication, Hoechst DNA content imaging, 48 h. Potency, µM (doses to about 46.1 µM), for the others: at the top dose re-replication activation, usual class: activators. actives 1.8% (n = 340,000); note: potency is the fitted concentration of half-maximal effect; % of control where 0% means no effect; nearly all actives have a fitted effect of over 55% in size
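250 cells/well; 23 nL cpd via pin tool; 48 hr, 37 C, 5% CO2; Hoechst 40 min; imager read of total nuclear intensity, ex 405/em 500-530 nm.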
KB-V1 MDR tox: qHTS assay for MDR1-selective chemotherapeutics: Primary screen using the drug-selected MDR subline cells KB-V1; KB-V1 MDR cells viability, CellTiter-Glo, 72 h; Potency, µM (doses to about 46.1 µM), for inactives: at the highest dose activity change, negative = cytotoxicity, most hits filed as cytotoxic; actives 3.4% (n = 400,000); note: potency is the fitted concentration of half-maximal effect; % is set by controls: 0 for no effect and ±100 for the full control effect; nearly all actives have a fitted effect of over 60% in size
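Following 72 h at 37 degrees C with compound, KB-V1 cell viability was read by CellTiter-Glo luminescence, medium being phenol-red-free DMEM plus 10% FBS; concentration-response parameters came from normalized, curve-fitted qHTS data.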
D3 ag: qHTS of D3 Dopamine Receptor Agonist: qHTS; D(3) dopamine receptor (Homo sapiens), P35462; D3R DiscoveRx beta-arrestin cells, luminescence, 90 min; max activation, %; actives 0.58% (n = 410,000); AID 652048, 2013; in the data active = max activation above about 30%; note: 0% is about no effect; mostly tested at two doses, the higher about 12 µM
Target sequence (P35462 whole entry, looked up): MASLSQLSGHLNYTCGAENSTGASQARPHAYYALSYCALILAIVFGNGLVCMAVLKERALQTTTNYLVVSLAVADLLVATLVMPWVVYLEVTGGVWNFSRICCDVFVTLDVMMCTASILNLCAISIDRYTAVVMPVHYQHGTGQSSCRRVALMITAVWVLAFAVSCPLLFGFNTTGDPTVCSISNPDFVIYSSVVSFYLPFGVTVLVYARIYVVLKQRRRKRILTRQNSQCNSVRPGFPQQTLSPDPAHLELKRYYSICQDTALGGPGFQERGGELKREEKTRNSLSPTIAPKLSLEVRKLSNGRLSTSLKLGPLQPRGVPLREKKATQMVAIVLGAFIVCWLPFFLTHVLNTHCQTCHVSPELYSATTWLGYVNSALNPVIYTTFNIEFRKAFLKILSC
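Cells at 1500/well, incubated overnight, then treated with pinned compounds (dopamine as control) for 90 min at 37 degrees C. DiscoveRx reagent added for 30 - 60 minutes at room temperature; luminescence read.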
HT1080NT lethal: qHTS for induction of synthetic lethality in tumor cells producing 2HG: qHTS for the HT-1080-NT fibrosarcoma cell line; actives 1.6% (n = 360,000); HT-1080-NT fibrosarcoma viability, CellTiter-Glo ATP luminescence, 48 h; Potency, µM (series often up to 46.1 µM), inactives show at the highest dose activity, negative = less viability, usual class: cytotoxic;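 note: NT is the 2HG producing partner of a matched IDH1 knockdown line; potency is the fitted concentration of half-maximal effect; 0% = DMSO-treated cells and -100% = media-only wells without cells; nearly all actives have a fitted effect of over 55% in size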
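A 48-hour cytotoxicity screen used HT-1080-NT cells plated 2 hours before compound delivery. ATP-based CellTiter-Glo luminescence measured viability, normalized to DMSO and no-cell controls.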
IL1B secr inh: qHTS for Inhibitors of Inflammasome Signaling: IL-1-beta AlphaLISA Primary Screen; THP-1 LPS/ATP IL-1B secretion, AlphaLISA, 16 h; hits give low values; activity change, % at 57.5 µM; actives 4.7% (n = 360,000); AID 743279, 2014; in the data active = activity change below about -50%; inconclusive = mostly about -30% to -49%; note: % is set by controls: 0 for no effect and ±100 for the full control effect
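Secreted IL-1B measured by AlphaLISA bead assay after 16 h compound exposure of THP-1 cells; compounds (final up to 57.5 uM) added 1 h before LPS (250 ng/mL) and ATP (1.25 mM) stimulation; lower signal means less secretion.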
HT1080 IDH1KD tx: qHTS for induction of synthetic lethality in tumor cells producing 2HG: qHTS for the HT-1080-IDH1KD cell line; actives 2% (n = 360,000); AID 686971, 2013; Potency, µM (top dose mostly 46.1 µM), for the others: at the highest dose activity, negative = toxicity, usual class: cytotoxic; HT-1080 IDH1 knockdown viability, ATP luminescence, 48 h;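 note: potency is the fitted concentration of half-maximal effect; 0% = DMSO wells and -100% = cell-free medium wells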
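CellTiter-Glo luminescence after 48 h compound exposure at 37 degrees C of IDH1-knockdown HT-1080 cells in 5% FBS RPMI. %Activity scaled between DMSO wells and cell-free media wells, with curves fitted and assigned curve classes.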
GLP-1R agonist: qHTS of GLP-1 Receptor Agonists | Glucagon-like peptide 1 receptor (Homo sapiens), P43220 | HEK293 GLP-1R CRE-luciferase, luminescence, 4-6 h; cells express a hypersensitive GLP-1R form | Potency, µM (top dose mostly 45.6 µM), for the others: at the highest dose activation, most hits filed as activators | actives 0.007% (n = 380,000) | AID 624172, 2012; note: potency is the fitted concentration of half-maximal effect; % of control where 0% means no effect
Target sequence (P43220 whole entry, looked up): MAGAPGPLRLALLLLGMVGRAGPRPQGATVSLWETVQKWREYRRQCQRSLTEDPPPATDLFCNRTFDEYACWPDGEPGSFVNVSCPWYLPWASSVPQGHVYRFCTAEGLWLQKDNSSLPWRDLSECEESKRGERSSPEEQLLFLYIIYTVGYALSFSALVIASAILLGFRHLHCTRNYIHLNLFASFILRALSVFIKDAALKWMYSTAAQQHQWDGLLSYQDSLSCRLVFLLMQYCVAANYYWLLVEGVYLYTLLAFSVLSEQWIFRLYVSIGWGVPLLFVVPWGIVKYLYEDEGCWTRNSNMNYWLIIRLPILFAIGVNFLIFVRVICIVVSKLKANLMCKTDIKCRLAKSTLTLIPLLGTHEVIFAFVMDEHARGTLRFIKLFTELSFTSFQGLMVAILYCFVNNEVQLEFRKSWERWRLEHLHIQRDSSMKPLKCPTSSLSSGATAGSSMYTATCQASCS
KB-3-1 tox: qHTS assay for MDR1-selective chemotherapeutics: Primary screen using the parental adenocarcinoma cell KB-3-1; KB-3-1 viability, CellTiter-Glo ATP luminescence, 72 h; Potency, µM (doses to about 46.1 µM), for the others: top-dose activity change, negative = cytotoxic, most hits filed as cytotoxic; actives 1.4% (n = 400,000); note: potency is the fitted concentration of half-maximal effect; % is set by controls: 0 for no effect and ±100 for the full control effect; nearly all actives have a fitted effect of over 60% in size
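Luminescent ATP read-out (CellTiter-Glo) measures survival of drug-naive KB-3-1 cells after 72 h compound exposure at 37 °C. Titration series was screened from lowest to highest concentration, with DMSO vehicle plates as background controls.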
DRD3 antagonist: qHTS of D3 Dopamine Receptor Antagonist: qHTS; D(3) dopamine receptor (Homo sapiens), P35462; D3R cells, DiscoveRx beta-arrestin luminescence, antagonist mode; hits give low values; max response, negative = inhibition, %; actives 2.5% (n = 360,000); in the data active = max response below about -50%; inconclusive = no clear call, values can overlap the other calls; note: % is set by controls: 0 for no effect and ±100 for the full control effect; mostly tested at two doses, the higher about 12 µM
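Cells plated overnight at 1500 cells/well, then exposed to library compounds with dopamine controls for 90 minutes at 37 degrees C. DiscoveRx reagent added for 30–60 minutes at room temperature; luminescence read, quantitative HTS format.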
An asterisk follows results filed as active; ? = inconclusive; . = no result given; & = joins results of further samples; [ ] = another dose, or the depositor's remark. Unless noted, calls come from the whole dose curve; as a rule, active = well fitted curve in the direction sought with a large enough effect; inconclusive = small, poorly fitted or top-dose-only effect, or another doubt; inactive = no such curve, though single readings can be large; an effect the other way counts as inactive or inconclusive. This is a random part of the collection; overall some 12% were active at least once.

| No. | Molecule | SW480 rerep | KB-V1 MDR tox | D3 ag | HT1080NT lethal | IL1B secr inh | HT1080 IDH1KD tx | GLP-1R agonist | KB-3-1 tox | DRD3 antagonist |
| --- | --- | --- | --- | --- | --- | --- | --- | --- | --- | --- |
| 1 | O=C(CC(C(=O)N1CCc2ccccc21)n1ccnc1)N1CCc2ccccc2C1 (stereo not given) | 1% | 8.2µM* | -5 | -1% | 0 | ? | -14% | 1% | -9 |
| 2 | CN1C(=O)S/C(=C\c2ccccc2OCc2ccc(C(=O)O)cc2)C1=O | 4% | ? | 5 | -1% | -1 | -3% | 6% | 15% | 4 |
| 3 | Cc1cccc(-c2ccc3[nH]c4c(c3c2)CCN2C[C@@H]([C@H](C)OC(=O)Nc3ccccc3C)[C@@H](N(C)C(=O)Nc3ccccc3C)C[C@@H]42)c1 | . | -29% | -5 | ? | -21 | ? | -6% | ? | -20 |
| 4 | COc1ccc(S(=O)(=O)NCc2ccccn2)cc1NC(=O)c1ccc(C)cc1 | 2% | ? | -16 | 5.8µM* | 23 | 13µM* | 13% | 9.2µM* | ? |
| 5 | Cc1ccccc1CS(=O)(=O)c1ncc(Cl)c(C(=O)Nc2ccc(F)cc2)n1 | -4% | -13% | -2 | ? | -98* | ? | -12% | 0% | -84* |
| 6 | CCC1=NN2C(=N)/C(=C/c3cc(C)n(-c4ccccc4)c3C)C(=O)N=C2S1 | -8% | 14% | -16 | -9% | 8 | 5% | 2% | -9% | -4 |
| 7 | COc1ccc(C=NNc2ccc([N+](=O)[O-])cc2S(=O)(=O)Nc2ccccc2C(=O)O)cc1OC | -3% | -4% | 2 | 3% | 5 | 5% | 23% | -24% | 8 |
| 8 | Cc1ccc2nc3c(cc(C(=O)NCCc4ccccc4)c(=N)n3CC3CCCO3)c(=O)n2c1 (stereo not given) | 12µM* | ? | -9 | -3% | -8 | -1% | 10% | -25% | -22 |
| 9 | CC(=O)N1CCC(=O)Nc2ccc([N+](=O)[O-])cc21 | -23% | 17% | 3 | 15% | 3 | 9% | -2% | 0% | 6 |
| 10 | Nc1nc(N)nc(-c2cc(Cl)ccc2Cl)n1 | -59%&-1%[inhibitor] | -2% | -33&12 | 4% | -13 | 1% | ? | 0% | ? |
| 11 | CCNC(=S)N1CCC(Cc2ccccc2)CC1 | -7% | -10% | 6 | 0% | -11 | -1% | 0% | 3% | -5 |
| 12 | O=C(CCNS(=O)(=O)c1cccc2nonc12)Nc1ccc(Cl)cc1 | -14% | 1% | -9 | -14% | -11 | -18% | 1% | 1% | -24 |
| 13 | Cc1ccc(NC(=O)/C=C/c2ccc3c(c2)OCO3)nc1 | . | -24% | -4 | ? | 0 | -28% | 7% | 7.3µM* | -28 |
| 14 | Cc1ccc(C(=O)c2cc([N+](=O)[O-])ccc2N2CCCCC2)cc1C | 1.8µM* | 5.8µM* | -3 | 1.6µM* | 0 | 1.5µM* | 5% | 2.9µM* | -19 |
| 15 | N#Cc1nc(-c2ccc(Cl)cc2)oc1NCc1cccc2c1OCO2 | -9% | -24% | -2 | -13% | 50 | ? | -3% | -1% | 18 |
| 16 | Cc1ccc(NC(=O)CN2CCN(S(=O)(=O)c3ccc4c(c3)OCCO4)CC2)c(C)c1 | . | -22% | 1 | -2% | 15 | 0% | -3% | 0% | 21 |
| 17 | CC1CCN(c2nc3nonc3nc2N2CCC(C)CC2)CC1 | -8% | 0% | 3 | 0% | -3 | -2% | 24% | 13% | 3 |
| 18 | Cc1c(Cl)cccc1NC(=S)N/N=C/c1ccccc1Cl | 12% | ? | 0 | -21% | 4 | -1% | 18% | -2% | 28 |
| 19 | COc1cccc(CNC(=O)CC2Sc3ccccc3NC2=O)c1 (stereo not given) | -1% | -23% | -3 | 8% | 10 | -1% | -1% | 6% | -8 |
| 20 | Cc1noc(COc2ccccc2OCC(O)CNC(C)(C)C)n1 (stereo not given) | 2% | 0% | 0 | 7% | 17 | 5% | -26% | 6% | 1 |
| 21 | CN1CCC(N(C)S(=O)(=O)c2ccc(F)cc2F)CC1 | -18% | -2% | -16 | 0% | -25 | 13% | 2% | -6% | -12 |
| 22 | O=c1c2c(-c3ccccc3)csc2nc2c3ccccc3c(NCCN3CCOCC3)nn12 | ? | 21µM* | -3 | 15µM* | -101* | 10µM* | 2% | -25% | -14 |
| 23 | CN(C)CCNC(=O)c1cccc(-c2cccc3nncn23)c1 | . | -19% | -19 | 0% | -16 | 22% | -6% | 0% | 0 |
| 24 | CC1CCCCN1Cc1c(O)ccc2c(=O)c(-c3ccc(Cl)cc3)c(C(F)(F)F)oc12 (stereo not given) | . | -22% | 7 | . | . | . | 20% | 1% | . |
| 25 | C[C@H](CO)N1C[C@H](C)[C@@H](CN(C)S(C)(=O)=O)Oc2ccc(NC(=O)CCN3CCOCC3)cc2C1=O | -25% | ? | 1 | 11% | -4 | 12% | 3% | 9% | 7 |
| 26 | N=c1n(CCCOc2ccc(Br)cc2)c2ccccc2n1CC(N)=O | ? | 24% | -19 | ? | -14 | ? | 0% | -4% | -23 |
| 27 | Cc1cccc2c3nc4ccccc4nc3n(CCCN3C(=O)c4ccccc4C3=O)c12 | ? | -1% | 1 | 13% | ? | 4% | 3% | -9% | 38 |
| 28 | COC(=O)CSc1nnc(CNC(=O)c2ccc(OC)c(OC)c2)n1C | -8% | -2% | 3 | 9% | -10 | 26% | 0% | 5% | 7 |
| 29 | CC(C)N(C(=O)[C@H]1C[C@H](CC(=O)NCCc2ccccn2)C(=O)N2CCc3c([nH]c4cc(-c5ccco5)ccc34)[C@]12C)C(C)C | 27% | -4% | 21 | -18% | ? | -21% | -9% | 0% | -9 |
| 30 | O=C(O)c1cccc(NC(=S)NC(=O)c2ccncc2)c1 | -16% | 7% | -11 | 25% | -11 | 16% | -4% | -6% | ? |
| 31 | Cn1nnnc1SCc1csc(C2C(C#N)=C(N)OC3=C2C(=O)CCC3)c1 (stereo not given) | 5%[1.84 µM] | 25% | -12 | -14% | -23 | -6% | 2% | 10% | 35 |
| 32 | O=c1[nH]c(CN2CCOCC2)nc2cc(Cl)ccc12 | -4% | -7% | 2 | 3% | 6 | 6% | 13% | 0% | 15 |
| 33 | CC(C)c1cc(C(=O)N/N=C/c2ccoc2)cs1 | 5% | ? | -6 | 3% | -20 | 7% | -1% | 1% | -2 |
| 34 | Cc1cccc(N(Cc2ccccc2F)S(C)(=O)=O)c1 | 2% | -6% | -1 | 4% | -3 | 2% | 6% | 10% | 5 |
| 35 | O=C(CC12CC3CC(CC(C3)C1)C2)NCCN1CCOCC1 | -5% | 1% | -14 | 2% | 4 | -1% | -7% | 1% | -21 |
| 36 | Cc1ccc(-c2csc3ncnc(SCC(=O)c4ccc5c(c4)OCCO5)c23)cc1 | 20% | -1% | 18 | -1% | -4 | 7% | -8% | 12% | 11 |
| 37 | CCOC(=O)N1CCN(C(=O)c2ccc3c(=O)n(-c4ccc(F)cc4)c(=S)[nH]c3c2)CC1 | 1% | 5% | 4 | -2% | 29 | -1% | -3% | -6% | 3 |
| 38 | Cc1cccc(C)c1NC(=O)CNC(=O)C1CCCC1 | -6% | -12% | 0 | 2% | -11 | -4% | -5% | 2% | 9 |
| 39 | Cc1cccc(NC(=S)NC2CC3CCCC(C2)N3CC(C)C)c1 (stereo not given) | 7% | -3% | -5 | 0% | -13 | 2% | -4% | -15% | ? |
| 40 | Cc1ccc(S(=O)(=O)N2CCCCC2)cc1NC(=O)COC(=O)Cc1cccc(C(F)(F)F)c1 | -2% | 21% | -7 | 1% | -2 | 14% | 11% | ? | 0 |
| 41 | Cc1ccc(C(=O)OCC(=O)NCCC2=CCCCC2)cc1N | 24% | 1% | -4 | 15% | 0 | 7% | 1% | -5% | 2 |
| 42 | CN(NC(=O)c1c(Cl)cccc1Cl)c1cccc(Cl)n1 | -2% | 0% | 2 | 7% | -3 | 3% | -14% | -1% | -11 |
| 43 | O=C(CC(Nc1ccc(Cl)cc1Cl)C(=O)O)c1ccccc1 (stereo not given) | -1% | 0% | 3 | 12% | 19 | 5% | -8% | 4% | -2 |
| 44 | O=C(NC1CCCCC1)C(c1ccco1)N(Cc1cccs1)C(=O)Cn1nnc2ccccc21 (stereo not given) | 1% | 5.2µM* | -11 | ? | 8 | -1% | 1% | -1% | -20 |
| 45 | CC(C)OP(=O)(OC(C)C)C(NC(=O)c1cccc([N+](=O)[O-])c1)C(N)=O (stereo not given) | 12% | 9% | -3 | 10% | -10 | 9% | 5% | -6% | 17 |
| 46 | CCc1ccccc1NC1c2ccccc2C(=O)N1c1cc(C)ccn1 (stereo not given) | -10% | 2% | 3 | 13% | 3 | 3% | -6% | 7% | -5 |
| 47 | Cc1noc(C)c1COc1ccc(C(=O)NCC2CCCO2)cc1 (stereo not given) | -3% | -5% | -6 | -5% | 8 | -3% | 1% | -5% | -52* |
| 48 | CC1=C(O)C(=O)OC1c1c(Cl)cccc1Cl (stereo not given) | -6% | ? | 6 | 1% | 33 | 5% | 12% | 51% | 5 |
| 49 | CSc1cccc(NC(=O)c2cc(S(=O)(=O)N3CCc4ccccc43)cn2C)c1 | 24% | 0% | -1 | -7% | -15 | -13% | -3% | -4% | -13 |
| 50 | O=C(NCc1cccnc1)C1CCC(CNS(=O)(=O)c2ccc(Cl)cc2)CC1 (stereo not given) | -1% | -13% | -1 | -10% | 14 | 10% | 0% | -2% | 3 |
| 51 | CCc1nc(SCc2ccc(F)cc2)[nH]c(=O)c1C#N | -3% | -5% | -6 | -22% | 8 | -10% | -10% | -12% | -5 |

Compound activity: PubChem BioAssay, National Center for Advancing Translational Sciences (NCATS)
